Screening results (PubChem BioAssay)
ERp5 inh – inhibitors of ERp5-driven insulin aggregation, primary screen, biochemical, turbidity, absorbance 650 nm, single point; 90 min; inhibition, % at 9.99 µM; 350,000 compounds, 0.05% hits;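 active = mean replicate inhibition above about 25%, with every replicate also reaching it, limit read from the data, passing the limit was not always enough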
Target sequence (Q15084 whole entry, looked up): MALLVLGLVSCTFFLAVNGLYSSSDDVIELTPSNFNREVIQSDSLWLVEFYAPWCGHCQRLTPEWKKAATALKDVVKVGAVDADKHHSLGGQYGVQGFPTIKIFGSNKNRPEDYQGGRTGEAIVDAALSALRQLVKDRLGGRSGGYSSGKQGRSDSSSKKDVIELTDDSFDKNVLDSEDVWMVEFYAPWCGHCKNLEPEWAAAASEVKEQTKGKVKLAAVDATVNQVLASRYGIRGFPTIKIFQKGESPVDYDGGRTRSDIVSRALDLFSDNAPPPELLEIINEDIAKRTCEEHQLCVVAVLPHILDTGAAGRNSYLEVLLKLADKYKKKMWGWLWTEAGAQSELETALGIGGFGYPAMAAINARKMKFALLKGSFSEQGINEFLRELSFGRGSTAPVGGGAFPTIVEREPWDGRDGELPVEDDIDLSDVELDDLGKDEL
esBAF inh – Bmi1 luciferase reporter increase in mESCs, primary screen, esBAF inhibitor project, mouse ES cells, Bmi1 luciferase knock-in, single point; 24 h; 100% = twice the neutral-well signal; reporter increase, % at 12.5 µM; 350,000 compounds, 2% hits; in the data active = activation above about 40%;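 also: 0% = median of the plate's neutral control wells and 100% = double that signal; a rise in the Bmi1 reporter signal indicates esBAF inhibition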
C2C12 statin – suppressors of statin myotoxicity in C2C12 myotubes, primary screen, cell-based, single point, plate reader; C2C12 myotubes + simvastatin, ATP luminescence, 48 h; scaled: DMSO 0, geranylgeraniol control 100; rescue of ATP level, % at 7.49 µM; 330,000 compounds, 0.78% hits;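 active = mean ATP rescue above about 67%, or every replicate alone reaching that limit, limit read from the data, passing the limit was not always enough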;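 also: myotubes were challenged with 10 µM simvastatin during compound exposure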
ARNT TACC3 PPI – disruptors of ARNT/TACC3 protein interaction, primary screen, biochemical, AlphaScreen, single concentration; Transforming acidic coiled-coil-containing protein 3 (Homo sapiens), Q9Y6A5; AlphaScreen His-ARNT PAS-B/GST-TACC3 binding, luminescence; TACC3 fragment carries E629A point mutation; inhibition, % at 9.99 µM; 390,000 compounds, 0.66% hits;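 active = mean inhibition of replicates at least 50% and at least half of replicates each reaching 50%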;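 also: 0% = complete ARNT plus TACC3 wells and 100% = ARNT alone without TACC3; many hits fall short of the cut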
miR122 inh – miR-122 Renilla sensor signal increase in Huh7, primary screen, miR-122 inhibitor project, cell-based, single point, plate reader | Huh7 miR-122 Renilla luciferase sensor, 48 h; neutral wells = 0, positive control = 100 | activation (reporter increase), % at 12.5 µM | 340,000 compounds, 0.3% hits | AID 602342, 2012;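 active = mean replicate activation score at least 90 and every replicate individually at or above 90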;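 also: higher luciferase means less miR-122 activity so hits act as miR-122 inhibitors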
SIRT5 block – SIRT5 desuccinylase inhibitors, primary screen, biochemical, fluorescence imaging, single point, set 5. 330,000 compounds, 1.1% hits. Purified SirT5, succinyl-peptide AMC, trypsin-coupled fluorescence. inhibition, % at 15 µM. NAD-dependent protein deacylase sirtuin-5, mitochondrial (Homo sapiens), Q9NXA8; in the data active = inhibition above about 15%
Target sequence (Q9NXA8 whole entry, looked up): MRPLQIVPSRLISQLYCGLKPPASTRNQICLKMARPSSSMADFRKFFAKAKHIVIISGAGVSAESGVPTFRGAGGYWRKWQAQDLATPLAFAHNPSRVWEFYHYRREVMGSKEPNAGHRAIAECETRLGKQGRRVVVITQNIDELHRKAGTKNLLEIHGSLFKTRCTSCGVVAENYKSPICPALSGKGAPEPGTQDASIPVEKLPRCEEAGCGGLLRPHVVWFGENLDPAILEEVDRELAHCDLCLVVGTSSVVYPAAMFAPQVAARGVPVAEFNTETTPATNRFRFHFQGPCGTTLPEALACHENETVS
Cneo AK release – Cryptococcus neoformans cell lysis inducers, primary screen, AK release luminescence, single concentration | C. neoformans lysis, adenylate kinase release luminescence, 4 h; normalised: neutral wells 0, clomiphene wells 100 | lysis activity, % at 15 µM | 360,000 compounds, 0.2% hits | AID 651654, 2012;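 active = mean lysis activity across replicates of at least 80%, whatever share of replicates individually reach that level; inactive = mean lysis activity below 80%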
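Test system: log-phase Cryptococcus neoformans yeast cells. Input: 5 × 10^6 yeast cells/mL. Medium: fresh YPD growth medium. Doses: single dose. Incubation: static 4 h at 37 °C with compound, 1 h detection. Measured by: luminescent adenylate kinase detection reagent. Read-out: signal increase indicating cell lysis. Benchmarks: Clomiphene.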
An asterisk follows results filed as active; . = not tested or not shown; & = joins results of further samples; [ ] = another dose, or the depositor's remark. Rows are unselected, and some 4% of all compounds hit somewhere here.

Every second line gives: ERp5 inh, esBAF inh, C2C12 statin, ARNT TACC3 PPI, miR122 inh, SIRT5 block, Cneo AK release
- CCCCn1c(N)c(N(CC(C)C)C(=O)C2CCN(S(=O)(=O)c3ccc(Cl)cc3)CC2)c(=O)[nH]c1=O
 : 0, ., -11, -5, ., -6, 4
- CCOC(=O)C(C)Sc1nc(=O)n2cccc(C)c2n1 (stereo unspecified)
 : -4, ., ., -7, -1, -2, .
- COc1ccc(CNC(=O)CN(C(=O)c2csnn2)c2ccccc2F)cc1
 : -7, -9, 36, -2, -6, 9, 1
- COc1cccc(C(=O)N2C[C@H]3[C@@H](c4ccccc42)[C@H](CO)N3C(=O)c2ccccc2)c1
 : 0, -4, -6, 2, 10[16.7 µM], 2, 3
- Cc1ccc(NS(=O)(=O)c2ccc(C(=O)NCc3cccnc3)cc2)cc1
 : -1, ., ., -6, -1, 2, 0
- CCOC(=O)c1nn(-c2ccccc2)c(=O)cc1OCC(=O)Nc1cc(C)ccc1C
 : 2, 3, 5, -5, 2, -3, -1
- Cc1cccc(S(=O)(=O)N2CCCCN3[C@H](C2)[C@@H](c2ccc(-c4ccccc4)cc2)[C@@H]3CO)c1
 : -2, ., ., -1, 19[16.7 µM], -3, 0
- O=C(NC1CCCCC1)C1CCCN1C(=O)Nc1ccccc1 (stereo unspecified)
 : 0, -1, -6, -5, 2, 0, 6
- O=C(COC(=O)c1cnccn1)c1ccc(Cl)c([N+](=O)[O-])c1
 : -5, 0, 4, -4, 0, 2, 2
- CCCNC(=O)CSc1nnc(-c2ccc(F)cc2)o1
 : 0, ., ., 3, -17, -3, .
- C[C@@H]1CN([C@@H](C)CO)C(=O)c2cc(NS(=O)(=O)c3cn(C)cn3)ccc2O[C@@H](C)CCCCO[C@H]1CN(C)C
 : 0, ., ., -7, -1[16.7 µM], 1, 98*
- CCNC(=O)NC(=O)C(C)SCc1ccccc1C (stereo unspecified)
 : ., 3, 20, 3, -8, ., 7
- CS(=O)(=O)c1cccc(C(=O)Nc2cccc(S(=O)(=O)N3CCCC3)c2)c1
 : 3, 4, 0, 18, -4, 0, .
- CCN1CCN(Cc2c3ccccc3cc3ccccc23)CC1
 : -2, 5, 0, 7, 5, -2, 1
- COc1ccccc1-c1cc2nc(NCCc3ccncc3)ccn2n1
 : 2, 4, 8, ., ., ., 1
- CC(C)(C)NC(=O)CN(C(=O)Cn1nnc(-c2ccc(Cl)cc2)n1)C1CCN(Cc2ccccc2)CC1
 : ., ., ., -1, -11, ., 2
- C[C@H](CO)N1C[C@H](C)[C@H](CN(C)S(=O)(=O)c2ccc(Cl)cc2)Oc2c(NC(=O)Nc3ccc4c(c3)OCO4)cccc2C1=O
 : 4, -2, 16, 2, -1[16.7 µM], 0, -5
- C=CCn1c(SCC(=O)NC2CC2)nc2ccccc2c1=O
 : -5, -7, 4, -11, ., -1, 1
- Cc1ccc(C(=O)OCC(=O)N(C)C2CCS(=O)(=O)C2)cc1[N+](=O)[O-] (stereo unspecified)
 : 7, ., ., -2, ., -3, .
- Cc1cccc(N(C)S(=O)(=O)c2ccc3c(c2)C(C)(C)C(=O)N3C)c1
 : 1, 3, -12, 1, 2, 2, 2
- COc1ccc(C(=O)NCCN2CCOCC2)cc1[N+](=O)[O-]
 : 0, -12, 1, 1, 0, -4, 1
- O=C(OCC(=O)N1CCN(C(=O)c2ccco2)CC1)c1sc2ccccc2c1Cl
 : ., -5, 1, 0, 0, ., -2
- Cc1ccccc1S(=O)(=O)N(C)C[C@H]1OCc2ccccc2-c2c(n(C)c3ccccc23)C(=O)N([C@H](C)CO)C[C@@H]1C
 : 5, -3, ., 17, ., 8, 1
- CO[C@H]1CN(C)C(=O)c2ccc(NC(C)=O)cc2OC[C@@H](C)N(C(=O)C2CC2)C[C@H]1C
 : 3, -2, 7, 7, ., -5, 4
- CCCNC(=O)[C@@H]1[C@@H](CO)[C@@H]2Cn3c(cccc3=O)[C@H]1N2Cc1cc(F)ccc1F
 : -7, 4, -5, -3, 2[16.7 µM], -1, 4
- Cc1cc(N2CCC(C)CC2)c(F)cc1[N+](=O)[O-]
 : ., 0, 12, 17, -19, ., 0
- COCCNC(=O)Cn1nc(C(F)(F)F)cc1C
 : ., 8, -12, -3, 0, ., -4
- CCCNC(=O)N(C)C[C@@H]1Oc2ncc(C#CC3CCCCC3)cc2C(=O)N([C@H](C)CO)C[C@@H]1C
 : 10, -20, -2, 6, 48[16.7 µM], 7, 106*
- CC(=O)OC(C(=O)Nc1nncs1)c1ccccc1 (stereo unspecified)
 : 0, 1, 0, ., 0, 2, -1
- CCOc1ccccc1NC(=O)CCN1CCN(S(=O)(=O)c2ccc(Br)cc2)CC1
 : ., 7, ., 4, 1, ., 2
- COC(=O)c1sc(NC(=O)COc2ccc(C)cc2)nc1C
 : 0, 10, 29, -24, -2, -1, -1
- Cn1c2ccccc2c2cc(C(=O)NNC(=O)CCl)sc21
 : -6, ., ., -8, ., 1, .
- C[C@H](O)C#Cc1cnc2c(c1)C(=O)N([C@H](C)CO)C[C@H](C)[C@H](CN(C)Cc1cccc(F)c1)O2
 : 11, 3, 3, 2, 1[16.7 µM], 4, 5
- COc1ccccc1NS(=O)(=O)c1cc(NC(=O)c2ccccc2C)ccc1N1CCOCC1
 : -1, -3, -2, ., ., -2, 1
- CCc1ccc(C(C)NC(=O)c2ccc3c(c2)OCO3)cc1 (stereo unspecified)
 : -7, ., ., 0, 1, 0, 0
- O=C(Nc1ccc(Cl)c(Cl)c1)N[C@@H]1CC[C@@H](CCn2cc(C3CC3)nn2)O[C@@H]1CO
 : 4, -15, 4, 5, ., -2, -4
- C[C@@H]1CN([C@H](C)CO)C(=O)c2cc(C#Cc3ccccc3)cnc2O[C@H]1CN(C)C(=O)CCN1CCCCC1
 : 19, 2, 0, 8, -8[16.7 µM], 10, 5
- O=C1NC(=Nc2ccccc2Cl)SC1(CO)CO
 : 0, -2, -2, -6, ., 1, 0
- C[C@@H]1CN([C@H](C)CO)C(=O)c2cccc(NC(=O)C3CCOCC3)c2O[C@H]1CN(C)C(=O)Nc1ccc(C(F)(F)F)cc1
 : 7, 3, -26, ., 2[16.7 µM], ., -1
- COc1ccccc1-c1cc2nc(NCCOc3ccccc3)ccn2n1
 : 2, 4, -1, ., ., ., 8
- CCOc1cc(C(=O)NCCCn2ccnc2)cc(OCC)c1OCC
 : 2, ., ., -5, ., -2, .
- O=C(CSc1nc(C2CCCCC2)n(-c2ccccc2)n1)NCCN1C(=O)CSC1=O
 : ., -3, 15, -10, 8, ., -3
- Cc1ncc(CC(=O)n2cc(C(=O)c3cc(F)ccc3O)cn2)s1
 : ., 37, -12, 8, 9, ., -1
- COc1ccc(C(=O)NCCCN2CCCC2=O)cc1S(=O)(=O)N1CCOCC1
 : 2, -2, 13, ., -2, -3, -1
- CCc1ccc2[nH]c(=O)c(C(c3nnnn3Cc3ccc(OC)cc3)N3CCOCC3)cc2c1 (stereo unspecified)
 : ., 1, -1, -11, -2, ., 0
- COC(=O)[C@@H]1C[C@@H]2CC[C@@H](O)C[C@@H]2N1Cc1ccc(OC)cc1
 : -5, -4, 8, -2, 0, -1, 0
- COCCNC(=O)C1(C)CCCN(C(=O)c2cnc3ccccc3n2)C1 (stereo unspecified)
 : 4, 6, 7, ., ., 5, -4
- CC(C)N1C(=O)C2C(C(=O)NCc3ccccc3)C3C=CC2(O3)C1C(=O)NC(C)(C)C (stereo unspecified)
 : ., 3, -1, 31, 0, ., -1
- Cc1ccc(NS(=O)(=O)c2cccc(C(=O)N3CCN(C(=O)c4ccco4)CC3)c2)cc1
 : -1, -4, -2, 21, ., -4, -2
- O=C(C1CCCN(S(=O)(=O)c2ccc(F)cc2)C1)N1CCOCC1 (stereo unspecified)
 : 5, 55*, -6, -7, 8, 0, -2
- C[C@@H]1CCCCO[C@H](CN(C)C)[C@@H](C)CN([C@@H](C)CO)C(=O)c2cc(NC(=O)NC3CCCCC3)ccc2O1
 : ., -3, 3, ., 1[16.7 µM], ., .
- COC(=O)C1=C(C)NC(C)=C(C(=O)OC)C1C(=O)OC1CCCCC1=O (stereo unspecified)
 : 1, -4, 13, 0&-3, -6&3, -2, 5
- CCN(CC)C(=O)COc1ccc(/C(C)=N/NC(=O)c2ccccc2-n2cccc2)cc1
 : -3, 4, 2, -2, -6, 1, -1
- C[C@H](CO)N1C[C@H](C)[C@H](CN(C)C(=O)C2CCCCC2)OCCCC[C@H](C)Oc2ccc(NC(=O)NC3CCCCC3)cc2C1=O
 : -4, 3, 3, -8, 0[16.7 µM], 5, 0
- Cc1cc(C)nc(Oc2ccc(Br)cc2)n1
 : 6, 10, 1, 0, -2, -1, -1
- S=C1NC(c2ccccc2)=CC(c2ccccc2)N1 (stereo unspecified)
 : 0, ., ., 2, -4, 3, .
- COCCNc1ncnc2c1cnn2Cc1ccccc1Cl
 : 3, -4, -3, 8, -6, 1, -3
- CCOC(=O)c1c(C)n(C)c2ccc(OCCN(C)C)cc12
 : ., 1, -12, 0, -1, ., 1
- CCN(CC(=O)Nc1ccccc1C(F)(F)F)C(=O)c1ccc2c(c1)NC(=O)CS2
 : -2, -8, -8, 0, 1, -1, 1
- CC1CCC(N2CCNCC2)CC1 (stereo unspecified)
 : 3, ., ., -2, 9, -3, .

Seven compounds picked at random from those above:
Every second line gives: ERp5 inh, esBAF inh, C2C12 statin, ARNT TACC3 PPI, miR122 inh, SIRT5 block, Cneo AK release
- C[C@@H]1CCCCO[C@H](CN(C)C)[C@@H](C)CN([C@@H](C)CO)C(=O)c2cc(NC(=O)NC3CCCCC3)ccc2O1
 : ., -3, 3, ., 1[16.7 µM], ., .
- COCCNc1ncnc2c1cnn2Cc1ccccc1Cl
 : 3, -4, -3, 8, -6, 1, -3
- COCCNC(=O)C1(C)CCCN(C(=O)c2cnc3ccccc3n2)C1 (stereo unspecified)
 : 4, 6, 7, ., ., 5, -4
- Cc1ccc(NS(=O)(=O)c2cccc(C(=O)N3CCN(C(=O)c4ccco4)CC3)c2)cc1
 : -1, -4, -2, 21, ., -4, -2
- S=C1NC(c2ccccc2)=CC(c2ccccc2)N1 (stereo unspecified)
 : 0, ., ., 2, -4, 3, .
- Cc1cc(C)nc(Oc2ccc(Br)cc2)n1
 : 6, 10, 1, 0, -2, -1, -1
- CCN(CC)C(=O)COc1ccc(/C(C)=N/NC(=O)c2ccccc2-n2cccc2)cc1
 : -3, 4, 2, -2, -6, 1, -1

(list continues)
Every second line gives: ERp5 inh, esBAF inh, C2C12 statin, ARNT TACC3 PPI, miR122 inh, SIRT5 block, Cneo AK release
- O=c1c2ccccc2oc2ccc(-c3ccc4[nH]ccc4c3)cc12
 : ., 34, 12, -9, -3, ., -3
- CSc1ccccc1C(=O)Nc1cccc([N+](=O)[O-])c1
 : 2, ., ., 3, ., -1, .
- CCOc1cc(NC(=O)c2ccco2)c(OCC)cc1NC(=O)c1cc(OC)c(OC)c(OC)c1
 : ., 1, -4, -1, -21, ., -1
- O=C(O)/C=C/C(=O)NC1CC1
 : 0, ., ., -2, ., -3, .
